Measles CPE: protection of cells from measles virus; protection (pct of control), % at 4 µM; Measles virus-infected cells, CPE protection, absorbance; 140,000 tested, 1.5% active; in the data active means protection mostly above about 24%, no sharp cut-off; inactive means mostly below about 26%; further: some compounds called inactive have numbers as strong as hits
E-sel TNF inh: TNF alpha driven E-selectin expression inhibition; HUVEC TNFa-induced E-selectin immunofluorescence, high content; inhibition, % at 2 µM; 120,000 tested, 0.71% active; AID 1246;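 active means inhibition above the batch mean plus 3 SD, and confirmed as a hit on visual image review, cut at about 43% in these data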;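 further: 0% = TNF-stimulated DMSO wells and 100% = unstimulated control wells; not every result past the cut was called active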
MRP-1 activ: MRP-1 activation; H69AR cells + doxorubicin, viability rescue, CellTiter-Glo; viability increase, % at 10 µM; 140,000 tested, 0.61% active;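 active means viability gain under doxorubicin at or above a set limit, the compound median plus 3 SD, cut at about 4.7% in these data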;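 further: MRP-1 overexpressing cells given doxorubicin 25 µM after compound pretreatment; 18-22 h compound pretreatment then 72 h with doxorubicin before readout; 0% = doxorubicin-only wells and 100% = vehicle-treated cells without doxorubicin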
Yeast growth inh: yeast BB579 growth reduction in restrictive medium; 140,000 tested, 0.51% active; S. cerevisiae BB579 growth, OD615, 48 h; inhibition, % at 10 µM;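 active means inhibition above a set limit, 3 SD over the mean compound inhibition, cut at about 44% in these data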; further: inactives centre near -24
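System: Saccharomyces cerevisiae DeaD strain BB579, replicative lifespan model yeast. Buffer or medium: restrictive glucose-based CSMM-D medium. Doses: one dose, 10 µM compound with 0.25% DMSO. Timing: 4 h preincubation and 48 h exposure at 30 °C. Detection: turbidity as optical density at 615 nm. Benchmarks: amphotericin B 10 µg/mL, positive.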
NPY-Y2 antag: antagonists of human neuropeptide Y receptor Y2 | NPY-Y2 expressing cells, antagonist mode | inhibition, % at 2.7 µM | 140,000 tested, 0.99% active | AID 793; in the data active means inhibition above about 17%;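 further: 0% = vehicle with agonist challenge and 100% = reference antagonist with challenge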
Target sequence (P49146 whole entry, looked up): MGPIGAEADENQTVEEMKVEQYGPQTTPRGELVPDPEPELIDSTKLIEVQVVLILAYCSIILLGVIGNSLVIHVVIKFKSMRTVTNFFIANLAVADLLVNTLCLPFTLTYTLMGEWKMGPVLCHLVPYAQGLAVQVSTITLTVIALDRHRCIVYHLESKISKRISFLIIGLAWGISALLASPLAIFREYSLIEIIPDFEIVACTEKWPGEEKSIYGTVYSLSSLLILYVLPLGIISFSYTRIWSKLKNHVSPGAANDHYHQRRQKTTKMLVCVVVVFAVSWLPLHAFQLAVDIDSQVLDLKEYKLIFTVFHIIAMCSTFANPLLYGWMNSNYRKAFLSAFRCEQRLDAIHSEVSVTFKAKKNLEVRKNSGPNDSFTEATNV
bCat KO growth: beta-catenin-lacking colon tumor cell growth suppression | HCT116 beta-catenin knockout viability, CellTiter-Glo, 60 h; hits give low values | viability, % at 10 µM | 140,000 tested, 1.5% active | AID 818;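 active means viability at or under a set limit, the compound median less 4 SD, cut at about 6% in these data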;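 further: 0% = Hyamine 1622 control at 20 µM and 100% = untreated cell control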
GALR2 antag: GALR2 (human) receptor antagonism; O43603; GALR2-expressing cells, antagonist mode; inhibition, % at 4 µM; 140,000 tested, 0.39% active; in the data active means inhibition above about 27%;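 further: cells stimulated with galanin 1-16 at roughly its EC80; 0% = agonist challenge control and 100% = basal control without agonist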
Target sequence (O43603 whole entry, looked up): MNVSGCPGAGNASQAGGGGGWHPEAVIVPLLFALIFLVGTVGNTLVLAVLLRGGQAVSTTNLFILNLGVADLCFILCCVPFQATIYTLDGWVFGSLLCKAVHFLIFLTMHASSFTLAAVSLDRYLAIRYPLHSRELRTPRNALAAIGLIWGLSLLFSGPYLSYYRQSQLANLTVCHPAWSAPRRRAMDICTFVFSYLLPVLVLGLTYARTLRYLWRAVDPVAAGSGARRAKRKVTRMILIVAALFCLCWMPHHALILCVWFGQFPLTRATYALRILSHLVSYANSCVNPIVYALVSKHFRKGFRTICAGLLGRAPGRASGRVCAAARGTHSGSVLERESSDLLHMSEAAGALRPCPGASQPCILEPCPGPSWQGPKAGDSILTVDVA
Phagocyt inh: macrophage phagocytosis inhibition; J774A.1 macrophage IgG-bead phagocytosis, imaging; inhibition, % at 5 µM; 110,000 tested, 0.07% active; AID 1029;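 active means inhibition above the mean of the plate negative controls plus 5 SD, cut at about 13% in these data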;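 further: phagocytic index as fraction of beads internalized from green versus red external bead signal; plate controls were DMSO negative control for no effect and cytochalasin-D positive control for full effect; some results beyond the cut were filed as inactive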
Yeast life ext: yeast lifespan extension; inhibition of the nicotinamide effect, % at 10 µM; 130,000 tested, 0.68% active; S. cerevisiae growth with nicotinamide, OD615; deaD strain in restrictive glucose medium;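 active means inhibition above a set limit, placed 3 SD over the median of all compounds, cut at about 26% in these data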;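 further: 0% = nicotinamide-treated wells and 100% = cells grown without nicotinamide; some compounds called inactive have numbers as strong as hits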
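Test system – modified budding yeast, DeaD strain · Compound – single dose 10 µM compound, 0.25% DMSO · Times – culture preincubation 4 h, compound exposure 48 h, both 30 °C · Detection – optical density (absorbance) at 615 nm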
PTEN del growth: growth suppressors of cells with PTEN tumor suppressor deletion; HCT116 PTEN-null viability, CellTiter-Glo, 60 h; hits give low values; viability, % at 10 µM; 140,000 tested, 1.2% active; AID 827;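 active means viability at or below a set limit, 4 SD under the median of all tested compounds, cut at about 3.7% in these data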;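 further: PTEN knockout HCT116 line with beta catenin targeted HCT116 as companion control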
An asterisk follows results filed as active; x = no result given.

1. CCOC(=O)N1CCC(N2Cc3cccc(C(=O)N4CC(C)CC(C)C4)c3C2=O)CC1 (centres undefined)
2. COC(=O)CCN(C(=O)c1cccc(OC(C)=O)c1)c1ccccn1
3. CCOC(=O)N1CCC(NC(=O)c2cc3c(=O)n(C)c4ccccc4c3n2C)CC1
4. COc1ccc(S(=O)(=O)N(C(C)=O)c2ccc3oc(=O)sc3c2)cc1
5. C/C(=N/OC(=O)c1ccc(C)cc1)c1ccc(N2C(=O)C3CCCCC3C2=O)cc1 (centres undefined)
screen / no.	1	2	3	4	5
Measles CPE	19	8	20	9	6
E-sel TNF inh	7	-10	x	x	6
MRP-1 activ	0.8	-0.4	-3.6	-4.3	-2.6
Yeast growth inh	-39	-43	22	-24	-22
NPY-Y2 antag	2	0	0	0	1
bCat KO growth	87	98	68	97	87
GALR2 antag	10	-3	-18	8	-4
Phagocyt inh	1	0	-1	-1	-1
Yeast life ext	11	-5	-1	-6	-3
PTEN del growth	98	102	70	102	92

6. CCCCNC(=O)Nc1ccon1
7. N#Cc1ccccc1Sc1ccccc1C(=O)OCC(=O)NC1CCCCC1
8. Cc1ccc(S(=O)(=O)N2CCN(C(=O)Cc3ccc4c(c3)OCCO4)CC2)cc1C
9. O=c1cc2c(n[nH]1)CCCC2
10. Cc1cc(F)ccc1S(=O)(=O)Nc1ccccc1C(=O)Nc1ccc2[nH]c(=O)[nH]c2c1
screen / no.	6	7	8	9	10
Measles CPE	4	1	13	7	1
E-sel TNF inh	-1	x	x	-38	x
MRP-1 activ	-0.2	-1.1	-2.4	-0.7	-0.1
Yeast growth inh	-7	-17	-35	-8	6
NPY-Y2 antag	0	3	6	-2	2
bCat KO growth	99	97	85	96	98
GALR2 antag	-10	-1	11	20	5
Phagocyt inh	-1	3	x	1	-2
Yeast life ext	-6	3	2	-4	-12
PTEN del growth	107	95	98	104	115

11. COc1ccc(C2=C(N)c3ccccc3C2=O)cc1
12. CCNC(=O)CSc1nc2ccccc2c(=O)n1CCCOC(C)C
13. O=C(CCc1ccccc1)Nc1ccccc1C(=O)NCc1ccco1
14. C=C(C)c1cccc(C(C)(C)NC(=O)N2CCN(c3ccccn3)CC2)c1
15. CC(=O)NC1=NN(C(C)=O)C(C)(CS(=O)(=O)c2ccc(Cl)cc2)S1 (centres undefined)
screen / no.	11	12	13	14	15
Measles CPE	2	28	3	7	21
E-sel TNF inh	x	-5	7	x	15
MRP-1 activ	-0.4	-1.4	0.8	-0.9	-1.7
Yeast growth inh	10	-20	-16	-18	11
NPY-Y2 antag	1	6	1	2	-2
bCat KO growth	84	91	96	88	83
GALR2 antag	11	6	12	-14	2
Phagocyt inh	1	-1	x	0	x
Yeast life ext	-14	-6	x	-7	x
PTEN del growth	76	79	86	85	87

16. COc1ccc2c(c1)C1(Nc3ccccc3-c3nc4ccccc4n31)C(=O)N2C (centres undefined)
17. CSc1nnc(-c2cnccn2)n1Cc1ccccc1
18. CCCCOc1ccc(N(CC(=O)NCC2CCCO2)C(=O)CCC(=O)Nc2cc(C)ccn2)cc1 (centres undefined)
19. O=C(CSCc1ccc(Br)cc1)N=Nc1c(O)[nH]c2ccccc12
20. CC(C)CCNC(=O)C1CCN(c2nnc(-n3cccc3)s2)CC1
screen / no.	16	17	18	19	20
Measles CPE	15	33	16	2	3
E-sel TNF inh	8	13	14	x	x
MRP-1 activ	-2.8	-4.3	-4.3	0.5	-1.0
Yeast growth inh	-11	-11	25	-25	-22
NPY-Y2 antag	0	0	-1	5	2
bCat KO growth	86	100	79	99	93
GALR2 antag	14	0	1	-9	0
Phagocyt inh	x	0	x	-6	-1
Yeast life ext	-3	-10	x	2	-13
PTEN del growth	77	94	67	103	94

21. COC(=O)C1CCN(CC(N)=O)CC1
22. CCc1ccc(-n2c(O)c(C=NCCN(CC)CC)c(=O)[nH]c2=O)cc1
23. CCCC(=O)Nn1cnc2c(c1=O)C1(CCCC1)Cc1ccccc1-2
24. CCCOC(=O)CSc1nc(N)c(C#N)c(-c2ccco2)c1C#N
25. COc1ccc(NC(=O)CSc2nnc(-c3ccco3)n2C)cc1
screen / no.	21	22	23	24	25
Measles CPE	21	3	6	2	28
E-sel TNF inh	9	x	-12	42	x
MRP-1 activ	-1.4	0.1	-0.8	-2.1	0.4
Yeast growth inh	-7	-56	-28	-52	-61
NPY-Y2 antag	2	0	4	7	1
bCat KO growth	96	103	93	100	103
GALR2 antag	1	0	2	-5	11
Phagocyt inh	x	x	-1	x	1
Yeast life ext	-12	-11	-8	x	-3
PTEN del growth	94	93	98	102	117

26. O=C(Cc1ccccc1)N/N=C/c1ccc(Cl)cc1Cl
27. COc1ccc(Nc2cccc(Cl)c2)c(C(=O)O)c1
28. CCCCCCN1N=C(C)C(C(=O)c2ccc(Cl)cc2)C1=O (centres undefined)
29. O=C(NC1(C(F)(F)F)NC(=O)N(Cc2cccnc2)C1=O)c1ccccc1 (centres undefined)
30. O=P1(c2ccccc2)C=Cn2c1cc1c2CCCC1 (centres undefined)
screen / no.	26	27	28	29	30
Measles CPE	4	19	10	8	25
E-sel TNF inh	-14	x	-51	1	-16
MRP-1 activ	-1.4	-0.6	-2.1	-0.7	-1.9
Yeast growth inh	-18	-27	87*	-16	-17
NPY-Y2 antag	6	6	3	-3	6
bCat KO growth	95	100	93	91	73
GALR2 antag	-1	-4	0	0	0
Phagocyt inh	0	-2	-3	x	x
Yeast life ext	-21	2	-5	9	-4
PTEN del growth	83	96	81	97	83

31. O=C1CCc2cc(S(=O)(=O)N3CCC(C(=O)NC4CCCc5ccccc54)CC3)ccc2N1 (centres undefined)
32. O=C(Nc1ccncc1)c1ccc(NS(=O)(=O)c2cccc(F)c2)cc1
33. CN(C)c1nc(C(=O)Nc2ccccc2)nc(N(C)C)n1
34. O=C(Nc1cc2c(cc1Cl)OCCCO2)c1ccc(F)cc1
35. Cc1ccc(-n2c(SCC(N)=O)nnc2-c2ccccn2)cc1
screen / no.	31	32	33	34	35
Measles CPE	23	5	8	12	5
E-sel TNF inh	20	x	-7	x	20
MRP-1 activ	-3.1	-1.2	-2.0	1.1	-0.9
Yeast growth inh	-20	-23	-9	-34	-23
NPY-Y2 antag	2	0	3	0	-1
bCat KO growth	68	81	96	90	107
GALR2 antag	-6	24	-4	8	0
Phagocyt inh	0	-4	1	0	-1
Yeast life ext	-6	1	-12	-4	-11
PTEN del growth	73	83	86	95	95

36. Cc1cc(NC(=O)Cn2nnc3sc4c(c3c2=O)CCC(C(C)(C)C)C4)no1 (centres undefined)
37. C/C(Cn1cnc([N+](=O)[O-])n1)=N\NC(=O)c1ccccc1F
38. CCCCCCC(C)n1cc(C(C)=O)c(=O)[nH]c1=O (centres undefined)
39. CC(C)(C)CC(=O)O/N=C(\N)c1ccccn1
40. C/C=C/C(=O)OCC(=O)Nc1c(Cl)cccc1Cl
screen / no.	36	37	38	39	40
Measles CPE	7	15	23	4	30*
E-sel TNF inh	x	-8	-27	x	x
MRP-1 activ	-4.7	-0.5	-1.3	-2.1	-1.4
Yeast growth inh	-25	-29	-36	-11	-9
NPY-Y2 antag	2	4	1	1	2
bCat KO growth	78	94	98	92	101
GALR2 antag	6	15	-16	1	-1
Phagocyt inh	-2	x	x	5	-1
Yeast life ext	5	x	-13	10	-12
PTEN del growth	81	98	94	84	101

Yeast growth inh, what is marked active above.
cpd	Compound	Measles CPE	E-sel TNF inh	Yeast growth inh	NPY-Y2 antag	GALR2 antag	Phagocyt inh	Yeast life ext
28	CCCCCCN1N=C(C)C(C(=O)c2ccc(Cl)cc2)C1=O (centres undefined)	10	-51	87*	3	0	-3	-5

Next structures:
41. CCOc1ccc(C2NC(=O)c3ccccc3O2)cc1 (centres undefined)
42. Cc1ccccc1CS(=O)(=O)c1cn(CC(=O)N2CCC(C)CC2)c2ccccc12
43. CC1CCCCN1C(=O)Nc1cccc(Cl)c1 (centres undefined)
44. Cc1c(N=C(N)/N=C(\N)Nc2ccc(Br)cc2)c(=O)n(-c2ccccc2)n1C
45. Cc1cc(C)nc(NS(=O)(=O)c2ccc(NC(=O)C3(c4ccccc4)CCCC3)cc2)n1
screen / no.	41	42	43	44	45
Measles CPE	5	24	7	9	5
E-sel TNF inh	x	-3	x	x	-8
MRP-1 activ	-0.2	-1.8	-0.7	-2.0	0.4
Yeast growth inh	-50	-5	-61	-41	1
NPY-Y2 antag	2	5	5	2	-1
bCat KO growth	86	78	103	80	94
GALR2 antag	1	-11	0	-3	-6
Phagocyt inh	0	-1	0	x	-7
Yeast life ext	-5	8	-9	0	-1
PTEN del growth	97	72	92	77	102

Three entries from above, sorted by SMILES length, lowest first:
33. CN(C)c1nc(C(=O)Nc2ccccc2)nc(N(C)C)n1
3. CCOC(=O)N1CCC(NC(=O)c2cc3c(=O)n(C)c4ccccc4c3n2C)CC1
8. Cc1ccc(S(=O)(=O)N2CCN(C(=O)Cc3ccc4c(c3)OCCO4)CC2)cc1C
screen / no.	33	3	8
Measles CPE	8	20	13
E-sel TNF inh	-7	x	x
MRP-1 activ	-2.0	-3.6	-2.4
Yeast growth inh	-9	22	-35
NPY-Y2 antag	3	0	6
bCat KO growth	96	68	85
GALR2 antag	-4	-18	11
Phagocyt inh	1	-1	x
Yeast life ext	-12	-1	2
PTEN del growth	86	70	98

The list continues:
46. Cc1cc(NC(=O)CSc2nc3cc(Cl)ccc3s2)no1
47. Cc1[nH]nc(Sc2ccccn2)c1[N+](=O)[O-]
48. C=CCNC(=O)c1ccc(OC)cc1OC
49. O=C(Nn1c(C2CCC2)nc2ccccc2c1=O)C1CCC1
50. O=C(c1noc2c1CCCC2)N1CCN(c2ccc(F)cc2)CC1
screen / no.	46	47	48	49	50
Measles CPE	3	19	22	1	5
E-sel TNF inh	-5	x	-17	27	x
MRP-1 activ	-0.8	-0.1	-1.1	-1.4	1.2
Yeast growth inh	-2	4	-14	-39	-39
NPY-Y2 antag	3	-1	2	0	-15
bCat KO growth	102	96	107	88	102
GALR2 antag	-4	12	-5	8	9
Phagocyt inh	0	-4	-1	2	-5
Yeast life ext	-11	-3	-24	-4	-14
PTEN del growth	101	99	95	103	96

51. Cc1cccc(NC(=O)CCN2C(=O)C3C4C=CC(C4)C3C2=O)c1 (centres undefined)
52. COCCNC(=O)C(c1ccc(C)cc1)N(C(=O)CCC(=O)Nc1ccccn1)C1CCCC1 (centres undefined)
53. CCC(Sc1ncccc1C(=O)OC(C)C)C(=O)N1CCOCC1 (centres undefined)
54. CN(C)c1ccnc2sc3c(SCc4ccc(Cl)cc4)ncnc3c12
screen / no.	51	52	53	54
Measles CPE	5	x	24	6
E-sel TNF inh	4	-29	22	x
MRP-1 activ	-2.9	x	-4.4	0.1
Yeast growth inh	-30	x	-51	-14
NPY-Y2 antag	0	1	-2	-2
bCat KO growth	95	x	106	94
GALR2 antag	-2	-10	2	-6
Phagocyt inh	x	-2	x	x
Yeast life ext	-3	x	-17	7
PTEN del growth	93	x	109	96

High-throughput results from PubChem BioAssay.
